Assay outcomes: PubChem BioAssay, National Center for Advancing Translational Sciences (NCATS)
HepG2 tox: counter-screen for TGF-b inhibitors: cytotoxicity in HepG2 cells | HepG2 CAGA-GFP viability, ATP luminescence, 18 h | Potency, µM (series often up to 46.1 µM), for the others: top-dose activity change, negative = cytotoxicity, actives largely listed as cytotoxic | 410,000 tested, 0.76% active; also: potency is read from the fitted curve at half-maximal effect; some results filed as inactive show a strong effect at the top dose
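CellTiter-Glo luminescence gave cytotoxicity after 18 hours at 37 degrees C. The cells were HepG2 CAGA-GFP in 1% FBS DMEM, stimulated with 500 pg/mL TGF-beta after compound addition. %Activity was normalised to no-cell wells (complete cell-killing) and DMSO (no toxicity), and curves were fitted and classified.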
ATXN2 expr inh: ATXN2 expression inhibition; Potency, µM (doses to about 57 µM), without a hit: at the highest dose activity change, negative = inhibition, usual class: inhibitors; 360,000 tested, 0.72% active; HEK-293 ATXN2-luciferase reporter, luminescence, 24 h; also: potency is read from the fitted curve at half-maximal effect; % is scaled to controls: 0 for no effect and ±100 for the full control effect; nearly all actives have a fitted effect of over 55% in size
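ATXN2-luciferase reporter cells (luciferase flanked by upstream and downstream ATXN2 gene portions) were treated 24 h at 37 °C with compounds at up to 57 uM. SteadyGlo luminescence gave expression; GF-AFC fluorescence gave viability.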
Nrf2 ARE act: activates Nrf2 signaling; AREc32 ARE-luciferase reporter (MCF7-derived line), luminescence, 24 h; Potency, µM (highest dose often 46.1 µM), for inactives: at the top dose activation, usual class: activators; 410,000 tested, 0.31% active; AID 624171; also: potency is read from the fitted curve at half-maximal effect; % of control where 0% means no effect; nearly all actives have a fitted effect of over 65% in size
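Each well held 1000 AREc32 cells, which were incubated with compound for 24 hr at 37 deg C after overnight attachment, and ARE reporter activity was quantified by firefly luciferase luminescence.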
Nrf2 inh: Nrf2 pathway inhibition; Potency, µM (series often up to 46 µM), without a hit: top-dose activity change, negative = inhibition, most hits filed as inhibitors; AID 504444; 360,000 tested, 2.1% active; A549 ARE-Fluc reporter, luciferase luminescence, 18-24 h; also: potency is read from the fitted curve at half-maximal effect; % is scaled to controls: 0 for no effect and ±100 for the full control effect; nearly all actives have a fitted effect of over 60% in size
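Two sequential reads on A549 ARE_Fluc cells exposed to compound for 18-24 h: a CellTiter-Fluor fluorescence read for viability, then a luciferase luminescence read for Nrf2/ARE activity.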
ATXN viability: reduces viability in counter-screen for ATXN expression inhibitors. S2 cells (HEK-293 line with an ATXN2-luciferase reporter) viability, CellTiter-Fluor protease fluorescence, 24 h. Potency, µM (top dose mostly 56.7 µM), actives largely listed as cytotoxic. 400,000 tested, 0.49% active. AID 651635; also: potency is read from the fitted curve at half-maximal effect; nearly all actives have a fitted effect of over 40% in size
A549 viability: kills or reduces viability of A549 cells in Nrf2 counter-screen | A549 ARE-Fluc cells, CellTiter-Fluor viability, 18-24 h | Potency, µM (top dose mostly 46 µM), without a hit: at the top dose activity change, negative = cytotoxicity, most hits filed as inhibitors | 390,000 tested, 0.16% active; also: potency is read from the fitted curve at half-maximal effect; % is scaled to controls: 0 for no effect and ±100 for the full control effect
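A549 ARE_Fluc cells in 5% FBS OPTI-MEM were exposed to compounds in concentration-response for 18-24 h at 37 deg C. Viability was read by CellTiter-Fluor fluorescence (Ex 405/Em 525) after 30 min, before the luciferase read.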
EPAC2 ag: agonists of human EPAC2 (RAPGEF4); EPAC2 activation, biochemical qHTS; response scale: 100% = 6.5 mM cAMP response; Q8WZA2; Potency, µM (series often up to 154 µM), inactives show at the highest dose activation, actives largely listed as activators; AID 720711; 360,000 tested, 0.079% active; also: potency is read from the fitted curve at half-maximal effect; nearly all actives have a fitted effect of over 50% in size
Target sequence (Q8WZA2 whole entry, looked up): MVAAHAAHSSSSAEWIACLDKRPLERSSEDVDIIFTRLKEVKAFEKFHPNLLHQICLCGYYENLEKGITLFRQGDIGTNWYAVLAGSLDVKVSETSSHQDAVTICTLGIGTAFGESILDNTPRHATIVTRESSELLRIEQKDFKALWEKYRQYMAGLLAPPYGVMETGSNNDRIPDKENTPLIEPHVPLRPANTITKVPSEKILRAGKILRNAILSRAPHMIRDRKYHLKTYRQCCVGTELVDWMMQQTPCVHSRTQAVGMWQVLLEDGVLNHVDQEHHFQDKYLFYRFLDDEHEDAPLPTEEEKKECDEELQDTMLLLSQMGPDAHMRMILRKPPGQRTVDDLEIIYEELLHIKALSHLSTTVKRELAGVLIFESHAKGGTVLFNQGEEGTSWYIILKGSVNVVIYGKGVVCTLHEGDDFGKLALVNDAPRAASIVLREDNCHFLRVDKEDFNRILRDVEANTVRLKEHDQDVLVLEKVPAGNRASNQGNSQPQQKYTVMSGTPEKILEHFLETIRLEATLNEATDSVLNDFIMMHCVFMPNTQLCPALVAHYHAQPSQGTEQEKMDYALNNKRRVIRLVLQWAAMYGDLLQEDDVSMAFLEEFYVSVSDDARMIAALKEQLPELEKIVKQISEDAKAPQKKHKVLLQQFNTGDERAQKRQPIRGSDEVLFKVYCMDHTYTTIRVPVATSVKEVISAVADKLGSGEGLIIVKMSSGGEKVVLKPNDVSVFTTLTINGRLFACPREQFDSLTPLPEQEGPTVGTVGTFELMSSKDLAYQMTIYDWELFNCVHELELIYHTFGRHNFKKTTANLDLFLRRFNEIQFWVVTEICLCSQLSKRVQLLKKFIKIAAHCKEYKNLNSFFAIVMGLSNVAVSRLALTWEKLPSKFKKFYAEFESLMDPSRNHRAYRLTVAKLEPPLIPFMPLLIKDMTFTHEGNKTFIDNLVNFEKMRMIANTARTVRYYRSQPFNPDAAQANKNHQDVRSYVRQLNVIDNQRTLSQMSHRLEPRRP
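Readout is BODIPY fluorescence (480 nm excitation, 540 nm emission), which falls as labeled GDP is exchanged off Rap1B. EPAC2 at 100 nM acted on 250 nM RAP1B-BODIPY-GDP with 50 uM GDP present.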
IL-2 act: activates IL-2 in a cell-based reporter assay. 360,000 tested, 0.065% active. activation, % (series mostly up to about 46 µM). AID 652025. IL-2 activation reporter assay, cell-based qHTS; stimulated with anti-CD3/CD4/CD28 beads; in transgenic mouse T cells; in the data active = activation above about 50%; inconclusive = mostly about 30% to 49%; also: 0% is about no effect
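Unstimulated transgenic mouse T cells preincubated 60 min with compound, then stimulated with anti-CD3/anti-CD4-coated beads plus anti-CD28 for 18 h at 37 degrees C. IL-2 response read as EGFP and DsRed fluorescence by plate cytometry.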
TGFb inhibitor: blocks TGF-b signaling; 410,000 tested, 1.2% active; HepG2 CAGA-GFP TGF-b/SMAD3 reporter, GFP fluorescence, 18 h; TGF-beta stimulated, 500 pg/mL final; Potency, µM (series often up to 46.1 µM), for inactives: at the highest dose activity, negative = inhibition, usual class: inhibitors; also: potency is read from the fitted curve at half-maximal effect; % is scaled to controls: 0 for no effect and ±100 for the full control effect; nearly all actives have a fitted effect of over 65% in size
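TGF-beta reporter screen: HEPG2 CAGA-GFP, 1% FBS, 500 pg/mL TGF-beta final, 18 h; per-cell GFP summed per well; curves fitted and categorized by class.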
* = called active by the depositor; i = inactive; ? = inconclusive; . = no result given; [ ] = remark or other dose. Unless noted, calls follow the shape of the dose curve; as a rule, active = well fitted curve in the direction sought with a large enough effect; inconclusive = small, poorly fitted or top-dose-only effect, or another doubt; inactive = no such curve, though single readings can be large; an effect the other way counts as inactive or inconclusive.

SMILES	HepG2 tox	ATXN2 expr inh	Nrf2 ARE act	Nrf2 inh	ATXN viability	A549 viability	EPAC2 ag	IL-2 act	TGFb inhibitor
Cc1cccc(C(C(=O)NC2CCCC2)N(C(=O)c2csnn2)C2CCCC2)c1 (centres undefined)	1%	4%	0.2%	?	i	-13%	0%	-0.3	-5%
CCC(C)NS(=O)(=O)c1ccc(OCC(=O)NCc2ccc3c(c2)OCO3)cc1 (centres undefined)	-1%	2%	-0.3%	0%	i	2%	2%	0.9	7%
CC1CC(C)CN(S(=O)(=O)N2CCCC(C(=O)NCCc3ccc(Cl)cc3)C2)C1 (centres undefined)	-12%	-9%	0.0%	9%	i	2%	-15%	-2.3	3%
O=C(NN1C(=O)/C(=C/C=C/c2ccccc2)SC1=S)c1ccncc1	-10%	20%	?	?	i	-17%	-5%	0.7	1%
COc1ccc(C(=O)NCc2cn3cccc(C)c3n2)cc1OC	-10%	-25%	0.0%	2%	i	-2%	1%	-2.7	25%
Cn1cc(CN2CCN(CCO)CC2)c(-c2ccc(Oc3ccccc3)cc2)n1	-3%	-19%	0.2%	7%	i	7%	3%	-3.3	9%
CCCOc1ccc(NC(=O)CC2C(=O)N(CC)C(=S)N2CCNC(C)=O)cc1 (centres undefined)	-10%	-6%	4.4%	-16%	i	-1%	-2%	0.5	3%
O=C(c1ccccc1)c1cc[n+]([O-])cc1	6%	-6%	0.0%	15%	i	-4%	-1%	-2.1	-2%
O=C(O)CC(Cn1cnnn1)c1ccccc1 (centres undefined)	2%	0%	0.2%	4%	i	-3%	6%	2.2	-11%
O=C(NCC(c1ccc2c(c1)OCO2)N1CCOCC1)C(=O)Nc1ccccc1 (centres undefined)	-7%	14%	-0.8%	.	i	5%	.	.	-7%

Three records picked at random from those above, as already listed:
SMILES	HepG2 tox	ATXN2 expr inh	Nrf2 ARE act	Nrf2 inh	ATXN viability	A549 viability	EPAC2 ag	IL-2 act	TGFb inhibitor
COc1ccc(C(=O)NCc2cn3cccc(C)c3n2)cc1OC	-10%	-25%	0.0%	2%	i	-2%	1%	-2.7	25%
Cc1cccc(C(C(=O)NC2CCCC2)N(C(=O)c2csnn2)C2CCCC2)c1 (centres undefined)	1%	4%	0.2%	?	i	-13%	0%	-0.3	-5%
O=C(NCC(c1ccc2c(c1)OCO2)N1CCOCC1)C(=O)Nc1ccccc1 (centres undefined)	-7%	14%	-0.8%	.	i	5%	.	.	-7%

Further structures:
SMILES	HepG2 tox	ATXN2 expr inh	Nrf2 ARE act	Nrf2 inh	ATXN viability	A549 viability	EPAC2 ag	IL-2 act	TGFb inhibitor
CC(=O)N1CCCc2ccc(NS(=O)(=O)c3ccc(F)cc3F)cc21	-10%	.	4.0%	.	.	-3%	.	.	1%
C=CCN(C(=O)Cn1c(C(=O)OC)cc2oc(C)cc21)c1ccccc1	-19%	-4%	0.1%	5%	i	0%	-2%	-2.4	16%
CC(=O)c1nn(-c2ccccc2)cc1C(=O)c1ccc(C)cc1	-50%	-21%	0.5%	-18%	i	1%	10%	0.3	0%
Cc1cc([N+](=O)[O-])ccc1NC(=O)C[n+]1ccc(N(C)C)cc1	-13%	0%	-0.2%	?	i	-2%	5%	1.8	-11%
COC(=O)c1sc2nc(N3CCCCC3)c3c(c2c1N)CCCC3	-8%	9%	-1.0%	-18%	i	0%	9%	0.4	11%
O=C(NC(c1ccccc1)c1ccc2ccccc2n1)C1CCN(Cc2ccc(Cl)c(Cl)c2)CC1 (centres undefined)	-29%	?	-0.6%[9.22 µM]	.	i	.	10%	-0.3	?
Cc1ccc(-n2c(SCC(=O)NC3CCCCC3)nc3c(c2=O)SCC3)cc1	5%	3%	0.3%	2%	i	3%	-1%	-1.9	15%
COc1ccc(S(=O)(=O)NCCSCc2cccs2)cc1	-10%	-12%	-0.4%	0%	i	-5%	22%	-1.3	-6%
O=C(CNc1cccc2ccccc12)N/N=C/c1ccc(C(=O)O)cc1	3%	5%	0.4%[9.22 µM]	-4%	i	11%	-5%	-0.5	-16%
Cc1ccc(S(=O)(=O)n2nc(-c3ccc(Cl)cc3)nc2NCc2ccc(F)cc2)cc1	-2%	1%	-0.9%	-1%	i	-4%	.	.	3%

Taken from above.
Entry for O=C(CNc1cccc2ccccc12)N/N=C/c1ccc(C(=O)O)cc1 under EPAC2 ag: -5%
Entry for CC(=O)N1CCCc2ccc(NS(=O)(=O)c3ccc(F)cc3F)cc21 under Nrf2 ARE act: 4.0%
Entry for O=C(NC(c1ccccc1)c1ccc2ccccc2n1)C1CCN(Cc2ccc(Cl)c(Cl)c2)CC1 (centres undefined) under HepG2 tox: -29%

(cont.)
SMILES	HepG2 tox	ATXN2 expr inh	Nrf2 ARE act	Nrf2 inh	ATXN viability	A549 viability	EPAC2 ag	IL-2 act	TGFb inhibitor
COc1cccc(CNC(=O)C(=O)NCC(c2ccc3c(c2)OCO3)N2CCOCC2)c1 (centres undefined)	-44%	0%	3.1%	.	i	0%	.	.	-23%
COc1ccc(C2=C(C=Nc3c(C)n(C)n(-c4ccccc4)c3=O)C(c3ccccc3C)c3ccccc3O2)cc1OC (centres undefined)	-2%	-5%	-0.7%	?	i	-21%	-4%	-3.3	2%
Cc1ccc(-n2ncc(C(=O)N3CCN(C(=O)c4ccco4)CC3)c2C2CCN(C(=O)OC(C)(C)C)CC2)cc1C	-2%	3%	0.1%	-9%	i	1%	-1%	-3.1	-16%
Cc1ccc(-c2nc(CN(C)C(C3CC3)C3CC3)c(C)o2)cc1	-3%	-5%	3.9%	?	i	-9%	3%	2.9	-1%
Cn1nnnc1SCC(=O)N1CCN(C(=O)c2ccco2)CC1	-5%	.	-0.3%	6%	i	12%	11%	-0.4	-10%
COc1ccccc1-c1nnc(SCC(=O)Nc2oc(C)c3c(C)n[nH]c(=O)c23)n1C	0%	2%	3.1%	-54%	i	1%	6%	4.5	3%
COC(=O)c1sc2ccccc2c1-n1cccc1C(=O)C(=O)Nc1ccc(Cl)cc1	-3%	-9%	0.6%	.	i	?	-10%	-1.8	5%
C=CCNC(=S)N/N=C(\C)c1ccc(-n2ccnc2)cc1	-40%	?	0.4%	6%	i	13%	5%	-0.2	-26%
COc1cc(OC)cc(C(=O)N2CCC(C(=O)N3CCOCC3)CC2)c1	7%	2%	-0.4%	6%	i	-1%	-1%	-0.5	18%
O=C(Nc1cccc(-c2ccc(N3CCOCC3)nn2)c1)c1cccc(Cl)c1	-3%	.	4.3%	.	?	.	0%	-3.8	-2%
COc1ccc2nc(Nc3ccccc3OC)sc2c1	-20%	.	?	?	i	-2%	12%	-1.1	-4%
COC(=O)CCC(C)C1CCC2C3C(OC(C)=O)CC4CC(O)CCC4(C)C3CC(O)C12C (centres undefined)	-15%	.	-0.5%	.	i	.	-1%	-0.6	-8%
OC1CCCN(Cc2ccc3ccc4cccc5ccc2c3c45)C1 (centres undefined)	-60%	?	25%	1%	?	-9%	12%	-0.1	20µM*
Cc1ccn2c(CN(C)CCn3nc(C)cc3C)c(C(=O)N3CCCCCC3)nc2c1	-9%	.	-0.1%	9%	?	9%	6%	-1.4	0%
Cc1cccc(/C(N)=N/OC(=O)COc2ccc(Cl)c(C)c2)c1	-2%	7%	2.2%[9.22 µM]	1%	i	14%	-14%	0.0	?
Nc1nc2ccccc2[nH]1	2%	15%	0.1%	2%	i	4%	15%	0.8	0%
COc1ccccc1-c1noc(-c2ccc(N3CCC(C)CC3)c([N+](=O)[O-])c2)n1	-12%	27%	0.2%	?	i	-4%	.	.	?
O=C(NNc1cccc(Cl)n1)c1ccccc1CC[N+](=O)[O-]	-9%	-33%[11.3 µM]	3.7%	?	i	1%	8%	-0.7	0%
CC(=O)c1ccc(OCC(=O)Nc2ccc(N3CCCCC3)cc2)cc1	-17%	.	2.8%	1%	?	11%	11%	0.4	4%
O=C(c1ccccc1)c1ccc(OCCCN2CCCC2)cc1	16µM*	14%	-0.9%	14%	i	0%	8%	3.3	2%
C=CCNC(=O)NC(=O)COC(=O)c1ccccc1Sc1ccc(C(F)(F)F)cc1[N+](=O)[O-]	-21%	-13%	-0.3%	-8%	i	-5%	-10%	1.1	-5%
COc1ccc(CN2C[C@@H](CO)O[C@@H](n3cnc4c(NCCN(C)C)ncnc43)C2)cc1	-16%	-2%	0.4%[9.22 µM]	.	i	.	8%	-0.6	?
COC(=O)C1CN(C(=O)COc2ccc(Cl)c(C)c2)c2ccccc2O1 (centres undefined)	-21%	-21%	0.0%	7%	i	5%	9%	-0.1	-8%
OCC[C@@H]1C[C@@H](O)[C@H](O)[C@@]2(CCCCO2)O1	-16%	12%	-0.3%	4%	i	-4%	7%	-1.3	18%
CC(C)(O)C#Cc1ccc(C(=O)N2CCN(c3ccc(F)cc3)CC2)cc1	-23%	-33%	0.3%	-30%	i	1%	2%	0.3	3%
CN(Cc1cn(Cc2ccc(C(F)(F)F)cc2)nn1)C1CN(Cc2cn(Cc3ccc(C(F)(F)F)cc3)nn2)S(=O)(=O)C1 (centres undefined)	.	?	-0.1%	.	?	.	-3%	-0.6	.
CCCCOc1cccc(C(=O)Nc2ccc(NC(=O)c3cccs3)cc2)c1	-45%	?	11%	?	18µM*	?	4%	-0.7	-22%

2 successive compounds already listed, quoted:
SMILES	HepG2 tox	ATXN2 expr inh	Nrf2 ARE act	Nrf2 inh	ATXN viability	A549 viability	EPAC2 ag	IL-2 act	TGFb inhibitor
C=CCNC(=O)NC(=O)COC(=O)c1ccccc1Sc1ccc(C(F)(F)F)cc1[N+](=O)[O-]	-21%	-13%	-0.3%	-8%	i	-5%	-10%	1.1	-5%
COc1ccc(CN2C[C@@H](CO)O[C@@H](n3cnc4c(NCCN(C)C)ncnc43)C2)cc1	-16%	-2%	0.4%[9.22 µM]	.	i	.	8%	-0.6	?
